High-throughput results as filed in PubChem BioAssay.
CaV13 FRET inh: Disruptors of the CACNA1D IQ motif to Ca2+-dependent inactivation inhibitor domain association, primary screening, Förster resonance energy transfer in intact living …. inhibition, % at 12.3 µM. 340,000 tested, 0.098% active. HEK cells, CFP/YFP FRET ICDI-IQ, plate reader, 10 min; percent FRET-ratio fall versus neutral wells. AID 743397;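 active = mean replicate inhibition of at least 30% and at least 1% of replicates passing that level; inconclusive = only one of the two criteria is met; inactive = neither criterion is met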;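 also: 0% = median of the neutral control wells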
aDG glyco act: increases alpha dystroglycan glycosylation | Pro5-aDG cells, alpha-DG glycosylation AlphaScreen (IIH6); 0% Pro5, 100% B10-LARGE cell signal | activation, % at 10 µM | 360,000 tested, 0.22% active | AID 624168;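 active = activation of at least 8% versus controls, or a plate z-score of at least 8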;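 also: Pro5 are CHO cells carrying HIG-tagged alpha-DG that lacks glycosylation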
MC4R barr agon: human MC4R agonism via beta-arrestin; P32245; U2OS MC4R beta-arrestin complementation, luminescence; percent of melanotan II response, DMSO zero; activation, % at 8.9 µM; 360,000 tested, 0.98% active; AID 540308;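 active = activation above a per-plate cutoff, the mean activation of sample wells on that plate plus 3 SD, cut at about 8% in these data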
m5-HT2A agonist: mouse HTR2A agonism via beta-arrestin recruitment; 360,000 tested, 0.66% active; P35363; AID 624169; activation, % at 7.6 µM; CHO-K1 mHTR2A beta-arrestin complementation, luminescence; percent of 30 µM serotonin response;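 active = activation above a run cutoff, the mean activation of all tested compounds plus 3 SD, cut at about 14% in these data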;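 also: 0% = plate median of compound wells and 100% = 30 µM serotonin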
Target sequence (P35363 whole entry, looked up): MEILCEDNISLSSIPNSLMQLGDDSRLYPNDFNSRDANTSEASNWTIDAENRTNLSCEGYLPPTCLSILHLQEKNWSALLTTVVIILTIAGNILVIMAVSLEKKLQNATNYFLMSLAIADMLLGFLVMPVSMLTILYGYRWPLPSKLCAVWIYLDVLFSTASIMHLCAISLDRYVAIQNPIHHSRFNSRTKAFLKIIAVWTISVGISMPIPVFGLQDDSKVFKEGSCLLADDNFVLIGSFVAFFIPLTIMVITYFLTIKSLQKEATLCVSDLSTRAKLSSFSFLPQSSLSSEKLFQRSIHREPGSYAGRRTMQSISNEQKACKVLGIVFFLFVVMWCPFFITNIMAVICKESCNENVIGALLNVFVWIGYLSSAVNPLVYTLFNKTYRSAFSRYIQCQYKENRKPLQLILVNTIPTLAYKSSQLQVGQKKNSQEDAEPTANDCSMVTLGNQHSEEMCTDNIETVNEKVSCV
ABCB6 inh 2: blocks the human ABCB6 transporter. AID 602162. fluorescence ratio to DMSO, % at 10 µM. 360,000 tested, 0.19% active. K562-ABCB6 porphyrin accumulation, flow cytometry, 1 h; active compounds read low. Q9NP58;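 active = fluorescence ratio to DMSO below 75%, the collection mean minus 3 SD; inconclusive = too few cells collected in the well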;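 also: signal is porphyrin accumulated inside mitochondria; 100% equals median channel fluorescence of DMSO control wells; lower ratio means ABCB6 inhibition with less porphyrin fluorescence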
Vif inh: HIV Vif inhibition. HEK293T cells, Vif self-association by quenched fluorescence, imaging, 24 h. inhibition, % at 7.49 µM. 340,000 tested, 0.35% active; in the data active = inhibition above about 50%, passing the limit was not always enough; inconclusive = no clear call, values can overlap the other calls; inactive = below about 31%; also: some results filed as inactive read as strong as hits
N-glyco inh: N-linked glycosylation inhibition. D54 ERlucT glycosylation luciferase reporter, 24 h; percent of 100 nM tunicamycin response. reporter increase, % at 12.5 µM. 360,000 tested, 0.23% active. AID 588692;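 active = mean luciferase reporter signal, scaled so untreated is 0 and the glycosylation-blocking control 100, at or above a set limit in every replicate; inconclusive = mean reaches the limit but not every replicate does; inactive = mean below the limit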;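 also: luciferase carries N-glycosylation sites so blocking glycosylation raises the light; 0% = median of neutral control wells and 100% = median of 100 nM tunicamycin wells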
MC4R antag cAMP: human MC4R antagonism in cAMP assay; P32245; MC4R-expressing cells, MTII-stimulated cAMP, LANCE TR-FRET; 360,000 tested, 0.48% active; inhibition, % at 6.5 µM; AID 540295;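 active = inhibition above its plate's cutoff, the mean of tested wells on that plate plus 3 SD, cut at about 29% in these data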;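 also: 0% = Melanotan II alone and 100% = Melanotan II plus saturating MCL0020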
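system = U2OS cells with stable human MC4R expression | also added = Melanotan II challenge after compound preincubation | dosing = one concentration, 6.5 µM nominal | incubation = compound 30 min, challenge 1 h, detection 1 h | measured by = TR-FRET with Eu-cAMP and labeled anti-cAMP, 671 nm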
PDI turbidity: blocks human protein disulfide isomerase activity | AID 588391 | 350,000 tested, 0.052% active | P07237 | PDI insulin aggregation turbidity, A650, 90 min | inhibition, % at 10 µM;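 active = mean inhibition across replicates of 30% or more, whatever share of single replicates reach that level; inconclusive = mean inhibition below 30% while every single replicate reaches 30%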;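 also: absorbance from insulin aggregation driven by PDI reduction with DTT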
Target sequence (P07237 whole entry, looked up): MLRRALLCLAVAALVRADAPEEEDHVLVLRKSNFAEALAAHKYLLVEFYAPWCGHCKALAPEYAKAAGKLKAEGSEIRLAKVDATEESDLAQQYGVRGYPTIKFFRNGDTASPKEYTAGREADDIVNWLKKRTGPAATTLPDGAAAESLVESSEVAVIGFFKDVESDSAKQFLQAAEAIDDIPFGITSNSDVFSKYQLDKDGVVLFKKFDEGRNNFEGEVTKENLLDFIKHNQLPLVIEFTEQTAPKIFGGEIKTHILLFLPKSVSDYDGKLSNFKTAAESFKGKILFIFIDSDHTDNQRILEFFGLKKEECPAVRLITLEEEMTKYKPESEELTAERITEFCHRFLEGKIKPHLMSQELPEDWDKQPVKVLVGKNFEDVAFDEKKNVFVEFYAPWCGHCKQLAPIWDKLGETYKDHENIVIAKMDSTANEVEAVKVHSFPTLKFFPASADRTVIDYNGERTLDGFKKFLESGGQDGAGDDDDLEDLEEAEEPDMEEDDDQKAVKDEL
Cardio protect: myocardial damage modulation in H9c2 cells; H9c2 cardiomyocytes, H2O2 injury protection, ATPLite, 2 h; protection from H2O2 cell death, % at 20 µM; 360,000 tested, 0.63% active; AID 588492;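 active = compounds giving at least 50% protection of heart cells from peroxide-induced death in the single-dose screen, raw or plate-pattern-corrected value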;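 also: 0% = DMSO wells with peroxide and 100% = DMSO wells without peroxide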
An asterisk follows results filed as active; u = inconclusive; x = no result given. Random draw from the library (roughly 3.6% active in at least one column).

Compound,CaV13 FRET inh,aDG glyco act,MC4R barr agon,m5-HT2A agonist,ABCB6 inh 2,Vif inh,N-glyco inh,MC4R antag cAMP,PDI turbidity,Cardio protect
CSc1nnc(CNC(=O)c2ccccc2)n1-c1cccc(C)c1,-6,-0.2,-0.6,-2,99,16,-1,5,7,1
O=C1[C@H]2[C@@H](c3ccc(C(F)(F)F)cc3)N[C@]3(CCCN(Cc4ccc(C(F)(F)F)cc4)C3=O)[C@H]2C(=O)N1Cc1ccccc1,-6,0.3,1.5,-3,99,0,-4,11,10,-23
N#Cc1cccc(NC(=O)CN2CCCCCC2)c1,-5,0.2,0.2,2,97,u,2,-4,-6,-3
COc1ccc(NC(=O)c2c(C)nn(Cc3ccccc3)c2Cl)cc1S(=O)(=O)N1CCOCC1,-5,0.7,-1.9,-2,87,-10,-2,0,0,2
O=C(Nc1cccc2ccccc12)N1CCN(Cc2ccc3c(c2)OCO3)CC1,-8,-0.1,1.0,-1,96,2,0,-8,5,-5
CCc1nc(CNC(=O)C2CCC(=O)N(CCc3cccc(F)c3)C2)no1 (configuration not stated),-5,0.2,1.5,-4,99,3,2,9,-1,-4
O=C(Oc1cccc([N+](=O)[O-])c1)c1cc(-c2ccccc2)nc2ccccc12,-9,0.3,-4.3,-1,92,3,-1,-1,12,-6
CC(=O)c1c(C(C)=O)c(C)n(-c2nc(-c3ccc(Br)cc3)c(C)s2)c1C,-4,0.3,-0.5,4,95,-19,-3,2,7,-5
CCCC(C(=O)Nc1ccc(S(=O)(=O)N2CCCC2)cc1)c1ccccc1 (configuration not stated),-4,-0.2,-2.3,-6,98,3,-1,-5,-1,-4
CCOc1ccccc1NC(=O)COC(=O)c1cnc(C)cn1,-6,-0.1,-1.5,2,96,20,1,-1,-10,0
CCOC(=O)/C(C#N)=C\c1c(OCC)n(CC)c2ccccc12,-9,-0.1,1.0,-5,102,-4,1,17,4,-7
Cc1cc(/C=C2/NC(=O)N(c3ccccc3)C2=O)c(C)n1-c1cccnc1,-5,-0.2,-1.5,-3,142,-2,10,-3,-3,-10
COCc1cc(N2CCN(c3ccccc3F)CC2)nc(-c2ccccc2)n1,-6,0.6,0.2,-3,102,-5,-4,7,0,-1
CC(=O)N1CCN=C1SCc1ccc(F)cc1,-2,0.0,-0.1,2,96,12,-1,6,x,5
NS(=O)(=O)c1ccc(CNC(=S)NCc2ccc(Cl)cc2)cc1,-21,0.1,4.2,-6,97,3,-1,2,0,-2
CCCCCC(=O)NNC(=O)Cc1ccc([N+](=O)[O-])cc1,-5,-0.1,-3.0,0,96,8,1,6,4,1
CC1CCCC(NC(=O)CCNC(=O)c2ccc([N+](=O)[O-])cc2)C1C (configuration not stated),-4,-0.2,-0.5,3,95,7,-1,1,11,1
CN(C)c1ccc(NC(=O)CN2CCN(S(=O)(=O)c3cc(Cl)ccc3Cl)CC2)cc1,-4,-0.2,-0.9,-3,89,13,1,16,1,-13
O=C(NNC1CC(=O)N(c2ccccc2)C1=O)c1ccccc1Cl (configuration not stated),-20,0.0,-0.3,0,99,-4,-1,12,5,3
Cc1cccc(OCCN2CSC(=S)N(C)C2)c1,-2,2.3,-2.0,-1,93,9,0,-9,-5,-10
CC(=O)c1ccc([N+](=O)[O-])c(CS(=O)(=O)c2ccc(Cl)cc2)c1,-8,0.3,-1.2,5,102,-8,2,4,6,6
COc1cc2c(cc1OC)C(c1ccccc1Br)NC(=O)C2 (configuration not stated),-5,-0.2,0.6,1,97,4,0,4,-1,5
O=C(NCCc1nnc2ccc(N3CCCCCC3)nn12)c1ccccc1,-5,-0.2,-2.7,1,99,x,0,-1,1,2
CNC(=O)c1nn(C)c(=O)[nH]c1=O,-11,0.3,-1.3,4,95,18,0,6,3,2
COc1ccc(C(=O)COC(=O)CNC(=O)c2cccc(OC(F)F)c2)cc1,-6,-0.1,-0.9,-2,94,9,2,14,-6,-3
O=C(N/N=C/c1cc([N+](=O)[O-])ccc1Cl)c1ccc2nc[nH]c2c1,x,-0.1,-1.3,-3,106,7,0,-1,-11,37
COc1ccc2sc(-c3ccc(SC)cc3)c(-c3ccc(O)cc3)c2c1,-2,0.6,2.4,1,98,2,-2,8,-3,-11
COc1cc(Cl)c(CN2CCCC(CO)(Cc3ccccc3)C2)cc1OC (configuration not stated),-5,0.1,-0.8,-5,98,1,-2,7,2,-7
COc1ccccc1NC(=O)Nc1ccc2c(c1)nnn2C,-3,0.9,-0.5,5,88,x,3,3,3,-11
COC(=O)c1ccccc1NC(=O)c1cc2ccccc2o1,-3,0.0,-1.5,-5,96,-11,5,1,-4,9
Cc1cccc(NC(=O)CC2SC(=O)N(c3ccccc3)C2=O)c1 (configuration not stated),x,-0.3,-1.6,4,101,-2,-2,-3,1,5
Cc1ccc(N(CCC#N)C(=O)COC(=O)C2CCN(c3ccc(C(F)(F)F)cn3)CC2)cc1,-7,-0.1,1.6,-6,93,x,-1,9,4,-10
CCc1nc(C)cn1S(=O)(=O)c1cc(Cl)c(OC)cc1Cl,x,-0.1,0.2,-2,98,2,0,15,0,3
O=C(Nc1ccccc1C(=O)NCC1CCCO1)c1ccco1 (configuration not stated),-5,-0.1,-2.9,-5,98,7,0,9,0,-1
COc1ccc(CCN(C)C2CCCN(C(=O)c3sccc3C)C2)cc1OC (configuration not stated),-6,-0.2,-3.0,-3,98,8,0,-1,-1,2
CCCOc1ccc(-c2csc(N)n2)cc1[N+](=O)[O-],-3,0.0,-0.6,-1,101,-9,1,-12,-5,-17
COc1cc(/C=N/NC2=NS(=O)(=O)c3ccccc32)cc(OC)c1OC,-18,-0.1,0.0,-3,98,-3,6,-4,11,0
COc1cccc(CNC(=O)N2CCN(c3ccccc3)CC2)c1,-3,0.0,-0.5,-4,98,-6,1,1,-8,4
Cc1c(C(O)CN2CCC(C(N)=O)CC2)c2ccccc2n1C (configuration not stated),-5,0.1,-0.9,1,95,-14,4,4,-3,-7
CCOC(=O)C1CCN(C(=O)CCc2nc3ccccc3[nH]2)CC1,x,0.3,-1.0,1,97,x,0,1,-9,-3
NNC(=S)NC1CC2CC1C1C=CCC21 (configuration not stated),-15,1.2,3.9,-4,97,3,-1,22,2,-3
CC1(C)CC(=O)C(C=NCCN2CCN(C3CC(=O)N(c4cccc(Br)c4)C3=O)CC2)=C(O)C1 (configuration not stated),4,-0.4,1.3,0,100,-3,0,14,-3,7
COc1ccc(CC(=O)c2ccc(O)cc2O)cc1OC,-4,-0.4,0.6,-4,101,-2,1,-2,15,0
COc1ccccc1NC(=O)c1cc2n(n1)C(C(F)(F)F)CC(c1ccc3c(c1)OCO3)N2 (configuration not stated),-4,1.0,7.9,0,107,-8,-6,6,2,10
CCOC(=O)N1CCN(Cc2nc(N)nc(Nc3ccc(Cl)cc3)n2)CC1,-1,-0.1,0.1,6,103,-3,1,7,3,-2
COc1ccc(/C=C2/SC(=O)N(CCC(=O)Nc3ccccc3C(=O)O)C2=S)cc1,x,0.0,-2.3,-7,101,3,2,16,0,-3
Cc1cccc(Nc2nnc(SCC(=O)Nc3ccccc3[N+](=O)[O-])s2)c1C,-3,-0.2,-1.5,3,91,5,-3,-2,4,-6
CCOC(=O)N1CCN(c2c(NCC3CCCO3)c(=O)c2=O)CC1 (configuration not stated),-6,-0.2,-0.1,2,101,-5,1,-5,0,-8
Cc1cc2c(cc1S(=O)(=O)N1CCCCC1)OCC(=O)N2,-6,-0.2,-0.2,6,97,-4,-1,4,x,5
CC(C)CNC(=O)c1ccccc1NC(=O)Nc1ccccc1,-3,0.0,0.1,2,93,x,x,3,-3,-4
COc1ccc(/C=C/C(=O)c2ccc(O)cc2)cc1CN1CCOCC1,-5,0.5,-1.6,-4,100,2,-9,6,28,8
O=c1oc2ccccc2cc1-c1csc(NN=C2CCCCC2)n1,x,-0.2,-1.3,-4,94,-5,-2,6,11,21
COC(=O)c1c(C)nn(-c2ccccc2)c1N,-7,0.2,-1.5,-4,92,4,2,8,14,0
COc1ccc(CCNC(=O)C(=O)NCc2ccc(C(C)C)cc2)cc1OC,-6,0.4,2.0,3,97,-14,2,-10,4,8
Clc1ccc(Nc2ccc(-n3ccnc3)nn2)cc1Cl,x,0.4,0.7,-3,x,1,11,16,-1,-6
O=c1cc(CN2CCN(C/C=C/c3ccccc3)CC2)c2cc(O)ccc2o1,x,0.3,-0.3,-10,100,-8,0,1,-6,2
CC(C)(C)c1ccc(NC(=O)C(=O)C2C(=O)Nc3ccccc32)cc1 (configuration not stated),-5,-0.3,-4.4,1,101,-4,1,4,-12,-14
Cc1ccc(NC(=O)c2c(C)noc2C)cc1S(=O)(=O)N1CCOCC1,-5,0.0,-0.2,3,100,12,-1,4,4,-1
O=c1[nH]c(/C(Cl)=C/c2cccc(C(F)(F)F)c2)nc2cc(Cl)ccc12,-7,0.1,0.6,1,100,-2,6,1,-1,1
COc1cccc(NC(=O)c2cn(C)c(=O)c3cc(OC)c(OC)cc23)c1,-3,-0.2,1.3,11,97,8,2,14,6,23

The results go on:
Compound,CaV13 FRET inh,aDG glyco act,MC4R barr agon,m5-HT2A agonist,ABCB6 inh 2,Vif inh,N-glyco inh,MC4R antag cAMP,PDI turbidity,Cardio protect
CCCSc1ccc([C@@H]2[C@@H]3C(=O)N(CC)C(=O)[C@@H]3[C@]3(C(=O)OC)CCCCN23)cc1,-11,-0.3,-1.2,0,101,-6,1,2,-1,-4
CC(=O)C1=C(C)N(CC2CC2)C(=O)N[C@H]1c1ccccc1,-6,-0.1,-2.4,0,97,-4,-2,16,1,6
O=C(/C=C/c1ccccc1[N+](=O)[O-])OCC(=O)N1CCN(c2ccccc2)CC1,-15,0.3,0.0,-3,94,7,-3,7,-8,-2
Nc1ccc(CCC(=O)N2CCCC2)cc1,1,-0.2,0.1,3,117,-6,0,21,8,-1
CSc1nc(N)nc2c1ncn2CC(=O)NCc1ccccc1,-5,-0.1,-0.3,1,99,-2,-3,0,-10,-11
Cc1cccnc1NC(=O)c1ccc(NS(=O)(=O)/C=C/c2ccccc2)cc1,-2,0.0,-0.7,1,98,-3,0,4,-1,-7
O=C(Cn1nc(-c2ccc(Cl)cc2)c2ccccc2c1=O)NN1CCOCC1,-4,0.0,1.9,-3,100,0,0,8,1,2
N#Cc1ccccc1S(=O)(=O)N1CCN(C(=O)CCNS(=O)(=O)c2ccc(Cl)cc2)CC1,-5,-0.1,-0.7,3,92,6,-2,4,0,-3
Cc1ccc(OCCNS(=O)(=O)c2ccc(N3CCCC3=O)cc2)cc1C,-6,1.1,1.0,3,95,-5,0,-8,-9,-18
